Screening data deposited in PubChem BioAssay by Fisher Drug Discovery Resource Center.
mcGAS inh = inhibitors of mouse cGAS; inhibition, % at 12.5 µM; hit rate 0.15% among 160,000; Q8C6L5; recombinant cGAS, Kinase-Glo ATP depletion luminescence;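 also: 0% = negative control wells and 100% = reference inhibitor with no enzyme activity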
hcGAS inh = inhibitors of human cGAS; recombinant h-cGAS, ATP depletion, Kinase-Glo luminescence; inhibition, % at 12.5 µM; hit rate 0.081% among 290,000;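 also: 0% = vehicle reaction and 100% = reaction without DNA for no activity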
Target sequence (Q8N884 whole entry, looked up): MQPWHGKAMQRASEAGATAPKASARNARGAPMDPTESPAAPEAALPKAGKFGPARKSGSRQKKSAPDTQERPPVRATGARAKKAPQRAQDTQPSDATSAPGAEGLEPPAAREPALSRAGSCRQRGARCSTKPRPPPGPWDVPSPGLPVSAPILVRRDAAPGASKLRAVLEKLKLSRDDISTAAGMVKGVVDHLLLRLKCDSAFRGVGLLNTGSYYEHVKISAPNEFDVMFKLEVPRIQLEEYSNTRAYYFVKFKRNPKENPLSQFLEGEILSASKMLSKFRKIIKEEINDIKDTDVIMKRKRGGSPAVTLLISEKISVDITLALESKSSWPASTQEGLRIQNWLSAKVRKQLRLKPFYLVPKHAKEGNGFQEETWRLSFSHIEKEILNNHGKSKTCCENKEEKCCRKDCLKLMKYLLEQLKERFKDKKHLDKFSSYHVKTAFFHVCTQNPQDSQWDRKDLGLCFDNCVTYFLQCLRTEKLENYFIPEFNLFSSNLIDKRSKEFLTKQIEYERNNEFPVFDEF
NPYLR7 agonist = mosquito NPYLR7 agonism; AID 1259423; HEK293T NPYLR7/Galpha15, GCaMP6s calcium fluorescence; activation, % at 10 µM; hit rate 0.15% among 270,000; in the data active = activation above about 40%;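 also: 0% = vehicle and 100% = reference agonist at the receptor; some compounds past the cut are filed as inactive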
An asterisk follows results filed as active; nt = not tested or not shown; & = joins results of further samples. Rule as the data show it, unless noted: active = inhibition above about 40%; inactive = the rest. Hits appear at their usual frequency, and some 0.27% of all compounds hit somewhere here.

molecule	mcGAS inh	hcGAS inh	NPYLR7 agonist
CC1(c2ccco2)NC(=O)N(Cc2nc(-c3cccs3)no2)C1=O (stereo unspecified)	nt	-4	10
CCc1ccc(-c2nccn2-c2ccc(OC)nc2)nc1	nt	-5	21
Cn1cc(/C=C/C(=O)N2CCCC(C(=O)c3ccc4c5c(cccc35)CC4)C2)cn1 (stereo unspecified)	-15	-4	2
CCOc1ccc(-n2nnnc2CNS(=O)(=O)c2ccc(OC)c(C)c2)cc1	-7	-2	0
Cc1cc(Br)c2[nH]c(=O)cc(C(=O)OC(C)C)c2c1	nt	-4	5
FC(F)n1ccnc1CNc1cc(Cl)ccc1Cl	nt	1	-4
CCN1CCN(S(=O)(=O)N2CCOC3(CNCCOC3)C2)CC1 (stereo unspecified)	nt	2	-9
O=C1OC(c2ccccc2F)=N/C1=C\c1coc2c(Cl)cc(Cl)cc2c1=O	nt	2	-2
COCc1c(Br)c(C)nc(OCC(=O)N/N=C\c2cc(I)c(OCc3ccccc3)c(OC)c2)c1C#N	-5	-2	4
Nc1nnc(CCn2cnc3sc4c(c3c2=O)CCNC4)s1	nt	-3	9
CN(C)C(=N)c1n[nH]nc1SCc1ccc(Cl)c(Cl)c1	nt	-2	-12
CCCNC(=O)CSc1nnc(SCc2ccccn2)s1	nt	-6	5
CC(OC(=O)CN1C(=O)CNC1=O)C(=O)NC1CCCC1 (stereo unspecified)	-8	-6	1
N#Cc1ccc(OCCOc2ccc(F)cc2F)cc1	-4	-1	9
COC(=O)C1=C(C)NC(=O)NC1c1ccccc1[N+](=O)[O-] (stereo unspecified)	-2	-1	-1
COc1ccc(-c2cc(C3CC3)nc(SCC(=O)c3ccccc3)c2C#N)cc1	-1	2	-4
CCOc1ccccc1C1c2c(-c3ccccc3)noc2N=C(N)C1C#N (stereo unspecified)	nt	-5	-1
OC(COc1ccccc1)CN(Cc1cccc(C(F)(F)F)c1)CC1CC(c2ccc(F)cc2)=NO1 (stereo unspecified)	0	-2	-3
CC1(C)CC(=O)C(Sc2ncnc3nc[nH]c23)C(=O)C1	-6	1	4
CC(C)N1CCC(N2CCN(Cc3ccc(O)c(Cl)c3)CC2CCO)CC1 (stereo unspecified)	-9	-2	4
Oc1[nH]c2c(Br)cc(F)cc2c1N=NC(=S)NCC1CCCO1 (stereo unspecified)	nt	-5	-12
CC(=CC(=O)C(F)(F)F)N1CCN(C(=O)c2ccco2)CC1	nt	-2	-2
CCCN(CCC)c1cccc(C(=O)O)n1	nt	-5	0
CCCCNC(=O)C1(C)CCCCN1C(=O)c1cc(F)ccc1C (stereo unspecified)	-7	-14	6
COc1cc(C)c(Cl)c(C)c1S(=O)(=O)NCc1ccc2c(c1)OCO2	nt	-6	5
CN1CCN(c2ncccc2CNC(=O)c2cc(=O)c3ccccc3[nH]2)CC1	nt	6	-1
O=C1C(C(c2ccc(F)cc2)N2CCC3(CC2)OCCO3)Sc2ncnn21 (stereo unspecified)	-8	-7	2
Cn1c(=O)[nH]c(=O)c2c1nc(NC1CCCC1)n2Cc1ccccc1	nt	2	-7
O=C(COc1cnc2ccccc2n1)Nc1ccc(Br)cc1F	nt	-9	1
CC1CCCN(S(=O)(=O)c2ccc(C(=O)NNc3nc4cc5c(cc4s3)OCO5)cc2)C1 (stereo unspecified)	-8	-7	2
Cc1nccn1-c1cc(NCCNC(=O)Nc2ccccc2)ncn1	-11	-4	-14
O=C(NCC(=O)N1CCCC1)c1ccc(S(=O)(=O)Nc2ccc(Cl)cc2)cc1	nt	3	10
c1ccc(-n2c(SCc3nc4ccccc4o3)nnc2C2CC2)cc1	nt	-1	-2
Cc1ccc(-n2c(C)nnc2SCc2ccc(C(=O)N3CCOCC3)cc2)cc1	-4	-5	-3
O=c1c(Cl)c(Cl)cnn1-c1ccc(N2CCOC(c3ccccc3)C2)c(Cl)c1 (stereo unspecified)	nt	-9	5
COC(=O)c1cc(CNC(C)c2ccc(Cl)c(Cl)c2)c[nH]1 (stereo unspecified)	nt	-10	6
Clc1ccc(C2=Nn3c(nnc3C3CCCCC3)SC2)c(Cl)c1	nt	-2	0
Cc1ccc(-n2ncc3c(=O)n(NC(=O)C(C)C)cnc32)cc1	nt	0	7
N#Cc1cccc(OC2CC3CCC(C2)N3C(=O)c2ccc(CSc3nc4ccc([N+](=O)[O-])cc4s3)cc2)c1 (stereo unspecified)	-8	-6	16
CSCCC1NC(=O)c2ccccc2N(CC(=O)NN(C)c2ccccc2)C1=O (stereo unspecified)	nt	-2	0

4 consecutive compounds from above, quoted:
molecule	mcGAS inh	hcGAS inh	NPYLR7 agonist
Clc1ccc(C2=Nn3c(nnc3C3CCCCC3)SC2)c(Cl)c1	nt	-2	0
Cc1ccc(-n2ncc3c(=O)n(NC(=O)C(C)C)cnc32)cc1	nt	0	7
N#Cc1cccc(OC2CC3CCC(C2)N3C(=O)c2ccc(CSc3nc4ccc([N+](=O)[O-])cc4s3)cc2)c1 (stereo unspecified)	-8	-6	16
CSCCC1NC(=O)c2ccccc2N(CC(=O)NN(C)c2ccccc2)C1=O (stereo unspecified)	nt	-2	0

Part of the list above in order of SMILES length, highest first.
molecule	mcGAS inh	hcGAS inh	NPYLR7 agonist
Cc1ccc(-n2ncc3c(=O)n(NC(=O)C(C)C)cnc32)cc1	nt	0	7
Oc1[nH]c2c(Br)cc(F)cc2c1N=NC(=S)NCC1CCCO1 (stereo unspecified)	nt	-5	-12
Cc1nccn1-c1cc(NCCNC(=O)Nc2ccccc2)ncn1	-11	-4	-14

(next part)
molecule	mcGAS inh	hcGAS inh	NPYLR7 agonist
CN(C)C(CNC(=O)Cc1cccc2ccccc12)c1ccsc1 (stereo unspecified)	-6	-8	2
O=C(CSc1nnc2n1CCCCC2)Nc1ccnn1C1CCCC1	nt	-3	-1
Cc1ccc(S(=O)(=O)NC2=NCN(C3CC3)CN2)cc1	-8	-1	-7
Cc1cc(C)c2nc(C(F)(F)F)nc(N3CCN(CCO)CC3)c2c1	nt	1	-2
CC(C)(C)OC(=O)N1CCCC(C(=O)NC2CCCN(c3ncnc4sccc34)C2)C1 (stereo unspecified)	nt	5	-5
CC(C)(c1ccccc1)c1nnc(NC(=O)C2CCC(=O)NC2)s1 (stereo unspecified)	-8	-2	3
Cc1nc(Nc2ccc3c(c2)OCCO3)c2cnn(CCc3ccccc3)c2n1	nt	2	7
COc1ccc(-n2cccn2)c(C2CC(=O)Nc3cc(O)c(C)cc32)c1 (stereo unspecified)	-13	-3	2
CS(=O)(=O)c1ccc(-c2csc(NCc3ccc(F)cc3)n2)cc1	-11	-7	6
CN(CC(=O)Nc1cccc(F)c1)C(=O)c1cncn1-c1ccccc1	-8	-6	3
O=C(CN(C(=O)Nc1c(Cl)cccc1Cl)C1CC1)N(CCc1c[nH]c2ccccc12)Cc1ccc(Cl)c(Cl)c1	1	-6	-12
O=C(Nc1ccc2c(c1)CN(S(=O)(=O)N1CCCC1)CC2)c1ccccc1Cl	-10	-5&-9	14
COc1cc(OC)cc(C(=O)N(CCC(C)C)Cc2ccc(OS(C)(=O)=O)cc2)c1	-7	-10	9
CCOC(=O)c1cc(-c2ccc(OC)cc2)n(-c2ccc(C(=O)N3CCCCC3CC)cc2)n1 (stereo unspecified)	-4	-1	-2
Cc1cc(NC(=O)CSc2nc3ncccc3c(=O)n2Cc2ccccc2Cl)n[nH]1	nt	1	-8
N#CC1(C(=O)Nc2ccccc2Br)CCCC1	nt	-7	-25
COCC(=O)N1CCC(Oc2ccc(C(=O)NCC3COc4ccccc4O3)cc2)CC1 (stereo unspecified)	nt	-12	14
Cc1ccc(C(=O)NC(Nc2ccc(S(=O)(=O)Nc3nc(C)cc(C)n3)cc2)C(Cl)(Cl)Cl)cc1 (stereo unspecified)	3	3	-16
COCCN(CCC(=O)NCc1ccccc1)c1nc(-c2ccco2)nc2ccccc12	-5	1	-3
c1nc(CSc2nnc(C3CC3)s2)cs1	nt	-12	-3
Cc1noc(C)c1CN1CCN2C(C(=O)NCCc3ccccc3)=COC2=NC1=O	nt	-5	4
Cc1cc(C(=O)N2CC=CC2C(C)C)cc(S(N)(=O)=O)c1C (stereo unspecified)	nt	0	-2
CCOc1ccc(C(=O)NCCN2C(=O)C(=Cc3ccc4c(c3)OCO4)SC2=S)cc1	-7	-4	3
Cc1nc2c(c(N3CCCC3)n1)CCN(C(=O)c1snnc1C)C2	-6	-2	-1
COc1ccccc1N=Cc1nc(-c2ccccc2)oc1O	-6	-3	-8
CC1(C)CC2CC(C)(CN2C=CC(=O)C(F)(F)F)C1 (stereo unspecified)	nt	-5	3
COc1ccccc1NC(=O)c1cc(S(=O)(=O)N2CCCCC2)ccc1Cl	1	2	-3
CC(C)=CC(=O)N1CCC(CCc2ccc3c(c2)OCO3)CC1	-6	-8	1
CCOC(=O)C1(Cc2cccc(F)c2)CCN(C2CCOCC2)CC1	nt	4&-10	2&11
COC(=O)C(c1ccccc1)N1CCC(O)(c2ccc(C)cn2)CC1 (stereo unspecified)	nt	-3	11
CCCCn1c(=O)[nH]c(=O)c2c1nc(CSc1nccn1C)n2C	nt	1	7
Cc1cc(C)cc(C(=O)Nc2ccccc2NS(C)(=O)=O)c1	nt	-13	6
COc1ccc(-c2cncc(C(=O)NCCC(C)C)c2)cc1OC	-5	-8	nt
COc1ccccc1-n1cc(CN2CCCC(CNC(=O)c3cc(C)on3)C2)cn1 (stereo unspecified)	nt	-4&-4	4&-7
CN1CCN(c2nc(-c3ccc([N+](=O)[O-])cc3)cs2)CC1	nt	-7	14
COc1cn(CC(=O)NC(C)(C)C)c(CN2CCN(c3ccc(F)cc3)CC2)cc1=O	-6	-3	1
CCn1c(CC2CCN(C(=O)CCc3n[nH]c(C)c3C)CC2)nn(C)c1=O	-9	-5	29
COc1cc(Cn2nc(C3CC3)c3cnn(-c4cccc(Cl)c4)c3c2=O)cc(OC)c1	nt	-6	5
COc1c2c(c(OC)c3occc13)OC1(CCN(C(=O)c3cccc(F)c3)CC1)CC2=O	nt	2	27
Cc1cc(-n2cccn2)ccc1CN1CCCC(CCC(=O)N(C)C2CCN(C)CC2)C1 (stereo unspecified)	-6	-4	16

New compounds follow
compound | mcGAS inh | hcGAS inh | NPYLR7 agonist
Cc1nc(N2CCCC2C(N)=O)c2c3c(sc2n1)CCCCC3 (stereo unspecified) | nt | -5 | 3
CCn1ccnc1CN1CCC(N2CCCC(C(=O)N3CCOCC3)C2)CC1 (stereo unspecified) | -3 | -11 | nt
Cc1ccc(S(=O)(=O)C(C#N)=Cc2ccc(N3CCOCC3)cc2)cc1 | nt | -5 | 8
CC(C)OCCCNc1nc2ccccc2nc1NS(=O)(=O)c1ccccc1 | -5 | -2 | -10
CC1(C)S[C@@H]2[C@H](NC(=O)Cc3ccccc3)C(=O)N2[C@H]1C(=O)O | nt | -2&-10&-3 | -3&11
O=C(Nc1ccccn1)c1ccc(S(=O)(=O)Nc2ccccc2F)cc1 | nt | -12 | 0
CC1CN(c2cc(Cl)nc(SCC(=O)NCCN3CCOCC3)n2)CCN1C(=O)c1cccc(F)c1 (stereo unspecified) | -7 | -15 | -1
CC(C)c1nc(CCOc2ccccc2)n(-c2ccccn2)n1 | nt | -5 | 13
CCCCc1oc2ccccc2c1C(=O)c1cc(I)c(OCCN(CC)CC)c(I)c1 | -2 | 0&1&-2&-1&0 | 1&1&5&6
OCC1CCCN(c2nc3cc4c(cc3cc2CNCCc2c[nH]c3ccccc23)OCO4)C1 (stereo unspecified) | nt | -11 | 19
CCc1cc2c(=O)[nH]cnc2s1 | nt | -3&-4 | -6&3
CCC(C)[n+]1c(C)cc(C=C2Sc3ccccc3N2C)cc1C (stereo unspecified) | nt | 7 | 173*
COc1ccccc1N1CCN(C(=O)c2cc(-c3ccc(F)cc3)n(-c3ccc(C)cc3)c2C)CC1 | -6 | -10 | -4
CCOc1ccc2c(c1)C=C(C(=O)NS(=O)(=O)c1ccc(Cl)s1)CO2 | nt | 2 | -2
Cc1nnc(CN2CCCCC2c2nc(C(C)C)no2)s1 (stereo unspecified) | 1 | 3 | nt
CCOc1ccccc1-n1c(=O)[nH]c2c(C(N)=O)nc(-c3ccco3)nc21 | nt | -12 | 15
O=C(NCC(F)(F)F)C1CCCN1C(=O)c1[nH]c2ccccc2c1Cl (stereo unspecified) | nt | -6 | 6
Cc1ccc(Oc2ncccc2CNC(=O)CC(C)n2ccnc2)cn1 (stereo unspecified) | nt | 0 | 7
O=C(c1ccco1)N1CCN(c2ccc([N+](=O)[O-])cc2)CC1 | nt | -3 | -1
CCC1CCC(N(CCCS(N)(=O)=O)C2CC2)CC1 (stereo unspecified) | nt | 5 | 8
CCCNc1cc(C(C)C)nc2c(-c3ccccc3)cnn12 | -11 | -5 | -5
COC(=O)c1ccccc1COc1cccn2c(N(C)Cc3cccs3)c(C)nc12 | -1 | 1 | 0
COc1ccc(NC(=O)N2CCc3nc(-c4ccccc4)nc(N4CC(C)OC(C)C4)c3C2)c(OC)c1 (stereo unspecified) | -6 | -8 | 1
